TTR transcr act: increases transthyretin transcription; SH-SY5Y TTR promoter Gaussia luciferase, luminescence; 100% = recombinant luciferase protein wells; 92,000 compounds, 1.3% hits; activation, % at 16.7 µM;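 active means activation above the mean of all tested compounds plus 3 SD, cut at about 9.5% in these data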;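 further: cells exposed to compounds for one day before reading; 0% = median of all test compound wells on the plate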
* marks the source's active call; other numbers are inactive results.

SMILES	TTR transcr act
CCCCNC(=O)NS(=O)(=O)c1ccc(NC(=O)C(NC(N)=O)C(C)CC)cc1 (stereo not drawn)	-1.4
Cc1ccc(N/N=C(\C#N)C(=N)N2CCCCCC2)cc1	-2.8
Cc1ccc(NC(=O)CN2CCCCC2)c2c1CC(C)(C)O2	4.1
CCOc1c(Cl)cc(/C=N/O)cc1OC	0.9
O=C(Nc1nnc(Cc2ccccc2)s1)c1cccnc1	1.9
COc1ccc(CN2CCNC(=O)C2CC(=O)NCCC2=CCCCC2)cc1OC (stereo not drawn)	0.4
O=C(CCC1CCCC1)N1CCN(C2CCCC2)CC1	-3.3
O=C(COc1ccc(-c2nnc(N3CCCCC3)c3ccccc23)cc1)N1CCCCC1	-2.7
COc1cccc(CN2CCN(Cc3c(C)nn(C(C)C)c3C)CC2CCO)c1 (stereo not drawn)	-1.4
COc1ccc(/C=C/S(=O)(=O)NCC(C)C)c(CNC(=O)OC(C)(C)C)c1	-1.1
O=C1/C(=C/c2ccc(O)c(O)c2)Oc2cc(O)ccc21	-1.0
COc1ccc(CNC(=O)O[C@H]2CC[C@@]34CCCN3C(=O)CCC[C@H]4[C@H]2C)cc1OC	0.6
Cc1ccccc1Cc1c(C)nc2c(C(=O)N3CCN(Cc4ccc5c(c4)OCO5)CC3)cnn2c1C	-1.9
CCCC(=O)Nc1nc2ccc(S(=O)(=O)N3CCCCC3)cc2s1	-0.1
O=c1[nH]c(Cc2ccc(F)cc2)nc2scc(-c3ccc(F)cc3)c12	-1.5
COC(=O)c1ccc(CNC(=O)CN2C(=O)NC(Cc3ccccc3)(c3ccccc3)C2=O)cc1 (stereo not drawn)	-0.9
O=C(COc1ccccc1Cl)Nc1cc(Cl)ccc1O	0.8
CCC1SC2=NCCN2C1(O)c1ccc(Cl)cc1 (stereo not drawn)	-1.9
COc1cc(/C=C/C(=O)O)cc(S(=O)(=O)Nc2cccc(SC)c2)c1OC	-0.4
O=C(O)c1ccc(OCc2cn3ccccc3n2)cc1	-0.3
Cc1ccc(N2NC(=O)/C(=C/C=C/c3ccco3)C2=O)cc1C	0.7
COc1ccccc1N1CCN(Cc2cccc(OC)c2OC)CC1	-1.2
CC(C)CC1C(=O)N(Cc2cn(CCC3OCCO3)nn2)CCS(=O)(=O)N1Cc1ccc(-c2cccc(N(C)C)c2)cc1 (stereo not drawn)	-1.3
CN1CCN(Cc2ccc(OCc3ccccc3)cc2)CC1	4.4
CC1CC(C)(C)NC(=S)N1CC(=O)NCc1ccc(F)cc1 (stereo not drawn)	0.4
Cc1cccc(CCNS(=O)(=O)c2ccc3c(c2)n(C)c(=O)c(=O)n3C)c1	2.8
O=P(c1ccccc1)(c1ccccc1)c1nc(-c2ccccc2)oc1NCc1ccccc1	1.3
O=C(O)CCS(=O)(=O)c1ccccc1Cl	1.2
COc1ccc(CCNC(=O)c2cc(COc3c(C)cccc3C)on2)c(OC)c1	8.6
CCOc1ccc(NC(=O)CCC(=O)c2ccc(-c3ccccc3)cc2)cc1	1.2
COc1ccccc1NC(=O)COc1ccc(Br)cc1CNCCCN1CCOCC1	2.6
Cc1cc([N+](=O)[O-])c2[nH]c(C(=O)N/N=C/c3ccccc3C(=O)O)c(-c3ccccc3)c2c1	-0.1
COc1ccc(-n2c(C)cc(C(=O)COC(=O)Cn3cnc4ccccc43)c2C)cc1	-3.3
Cc1ccc(CNc2nc(C)c(C(=O)N(C)C)s2)cc1	-0.3
CN1CC(c2ccccn2)C2(SC(=S)N(Cc3ccccc3)C2=O)C12C(=O)Nc1ccccc12 (stereo not drawn)	0.2
Cc1nn(C(C)C(=O)NC(C)CCc2ccccc2)c(=O)c2cc3occc3n12 (stereo not drawn)	-1.2
Cc1cc(C)c(C)c(S(=O)(=O)Nc2cccc(-n3cnnn3)c2)c1C	-0.2
Cc1cc(C)c2cc3c(N)c(C(=O)N4CCc5ccccc5C4)sc3nc2c1	2.8
CCOC(=O)Cn1c(-c2ccc(OC)cc2)c(-c2ccc(OC)cc2)nnc1=O	-1.9
Clc1ccc(Nc2nc(C3CC3)cs2)cc1	9.0
O=C(Nc1ccccc1)N(O)c1ccc(Cl)cc1	2.9
CC(C)OP(=O)(OC(C)C)C(O)c1ccc2c(c1)OCO2 (stereo not drawn)	0.3
O=[N+]([O-])c1ccc(O)c(CSc2nnnn2-c2ccccc2)c1	0.3
O=C(Nc1c(C(=O)N2CCCCC2)cnn1-c1ccccc1)c1ccccc1	5.5
COC(=O)CNc1nc(Cl)nc(NC2CCCCC2)n1	-1.4
CCC1C(=O)Nc2ccccc2N1C(=O)c1ccc(Cl)nc1 (stereo not drawn)	-1.8
CC(=O)Nc1ccc(NC(=O)C(C)OC(=O)C2CC(=O)N(CCc3ccccc3)C2)cc1 (stereo not drawn)	1.9
CC1(c2ccccc2)NC(=O)N(CC(=O)N(c2ccccc2)C2CCS(=O)(=O)C2)C1=O (stereo not drawn)	14*

2 neighbouring records from above, for reference:
SMILES	TTR transcr act
COc1ccccc1NC(=O)COc1ccc(Br)cc1CNCCCN1CCOCC1	2.6
Cc1cc([N+](=O)[O-])c2[nH]c(C(=O)N/N=C/c3ccccc3C(=O)O)c(-c3ccccc3)c2c1	-0.1

Additional compounds.
SMILES	TTR transcr act
CCCC(=O)NC(c1ccc(N(C)C)cc1)c1c(O)ccc2ccccc12 (stereo not drawn)	-0.4
O=C(Nc1cccc(NC(=O)c2ccco2)c1)c1cccc(Br)c1	-1.6
O=C(O)/C=C/C(=O)Nc1c(F)cccc1F	0.3
CCc1nnc(NC(=O)CSc2nnc(COc3cccc(C)c3)o2)s1	-1.5
O=C(O)Cn1nc(-c2ccc(Cl)cc2)ccc1=O	-0.5
CC(C)Cn1c(=O)c(C(=O)Nc2ccncc2)c(O)c2ccccc21	0.8
COc1ccc(OCc2cc(C(=O)N(C)Cc3nccn3C)no2)c2ccccc12	-0.1
CN(CCO)c1cc(N2CCN(C(=O)c3ccco3)CC2)c2nonc2c1[N+](=O)[O-]	5.5
COc1ccccc1N(C)S(=O)(=O)c1ccc(C(=O)Nc2cccc(Br)c2)cc1	-3.6
CC(=O)Nc1cc(C(=O)N2CCCC2)ccc1S(=O)(=O)c1ccc(Cl)cc1	-1.2
C[C@@H]1CCCCO[C@@H](CN(C)Cc2ccc(C(=O)O)cc2)[C@@H](C)CN([C@H](C)CO)C(=O)c2cc(NS(C)(=O)=O)ccc2O1	-0.5
Oc1cccc(/C=N/Nc2cc(N3CCCC3)nc(N3CCCC3)n2)c1	-0.7

Another view of some results above.
TTR transcr act,canonical_smiles
-3.6,COc1ccccc1N(C)S(=O)(=O)c1ccc(C(=O)Nc2cccc(Br)c2)cc1
-1.2,CC(=O)Nc1cc(C(=O)N2CCCC2)ccc1S(=O)(=O)c1ccc(Cl)cc1
-0.5,C[C@@H]1CCCCO[C@@H](CN(C)Cc2ccc(C(=O)O)cc2)[C@@H](C)CN([C@H](C)CO)C(=O)c2cc(NS(C)(=O)=O)ccc2O1

Carrying on:
SMILES	TTR transcr act
Cc1cc(NC(=O)Cc2csc(-c3ccccc3)n2)ccc1Br	0.8
O=S(=O)(Nc1ccc(OC(F)(F)F)cc1)c1cccc2nonc12	-3.0
O=C(CSc1nnc(-c2ccncc2)o1)Oc1ccccc1	0.0
COc1ccc(CNC2CCCc3ccccc32)c(OC)c1 (stereo not drawn)	7.4
Cc1ccc(Nc2nc(Cl)nc(NC(C)(C)C)n2)cc1	0.9
O=C(NCCN1CCOCC1)C(=O)c1c[nH]c2ccccc12	-1.3
CC(=O)OCC(=O)C1(O)CCC2C3CCC4=CC(=O)C=CC4(C)C3C(O)CC21C (stereo not drawn)	3.7
CCC(C(=O)NCc1ccccc1)n1c(Cc2cc(F)cc(F)c2)nc2ccccc21 (stereo not drawn)	-1.3
O=c1c2ccccc2nc(SCc2ccc([N+](=O)[O-])cc2)n1-c1ccccc1	2.1
O=C(NC(=S)Nc1cc(C(F)(F)F)ccc1N1CCOCC1)c1ccco1	1.7
CCOC(=O)N1CCc2c(sc(NC(=O)CN3CCOCC3)c2C(=O)Nc2ccccc2)C1	-0.6
CC(NC(=O)C1CCCCC1)C(=O)NC1=NCCS1 (stereo not drawn)	-1.9

Structures listed so far containing a thiophene ring, fused or not:
SMILES	TTR transcr act
O=c1[nH]c(Cc2ccc(F)cc2)nc2scc(-c3ccc(F)cc3)c12	-1.5
Cc1cc(C)c2cc3c(N)c(C(=O)N4CCc5ccccc5C4)sc3nc2c1	2.8
CCOC(=O)N1CCc2c(sc(NC(=O)CN3CCOCC3)c2C(=O)Nc2ccccc2)C1	-0.6

More entries
SMILES	TTR transcr act
Cc1nc(C(=O)N/N=C/c2[nH]ncc2Br)cs1	3.9
O=C(CSc1nc(=O)n2ccccc2n1)NCc1ccccc1Cl	-1.9
CCn1c(SCC(=O)NCc2ccc(F)cc2)nc2c(c1=O)SC(C)C2 (stereo not drawn)	0.8
COc1cccc(-c2cc3nc(C)c(C)c(N4CCN(Cc5ccco5)CC4)n3n2)c1	-2.5
Cc1ccc(CCNC(=O)CN(C)S(=O)(=O)c2ccc3c(c2)c(=O)n(C)c(=O)n3C)cc1	-0.2
CCN1C(=O)CC(C(=O)O)SC1=Nc1ccc(OC)cc1 (stereo not drawn)	0.0
CNc1ccccc1C(C)(C)c1cc(-c2ccco2)n[nH]1	-2.0
CCOc1ccc(NC(=O)c2sc3nc(N4CCOCC4)c4c(c3c2N)CC(C)(C)OC4)cc1	0.3
CCOC(=O)C1CCN(C(=O)COc2cc(C)c(Br)cc2C)CC1	-5.5
CC1CCCC(NC(=O)c2ccc3snnc3c2)C1C (stereo not drawn)	-0.9
c1cncc(CNc2ccnc(-c3ccc4c(c3)OCO4)n2)c1	-1.6
CC(C)Nc1nc(NC(C)C)nc(Oc2ccc(OCc3ccccc3)nn2)n1	1.1
CC1CCC(C(C)C)C(OC(=O)Cn2c(-c3ccc(Br)cc3)[n+](C)c3ccccc32)C1 (stereo not drawn)	-5.4
O=C(NC1CCOC1=O)OCc1ccccc1 (stereo not drawn)	2.5
O=C(CCS(=O)(=O)c1ccccc1)Nc1ccc2c(c1)OCO2	-1.9
Cc1ccc(Cn2nc(C)c(NC(=O)c3noc4c3CCCCC4)c2C)cc1	-1.5
O=C(Nc1ccc2c(c1)CCC2)C1CCCN(c2ncccn2)C1 (stereo not drawn)	-2.5
Cc1ccc(CC2C(=O)N(CC(=O)O)C(=O)C2C)cc1 (stereo not drawn)	1.4
CC(NC(=O)c1cc(-c2cccs2)on1)c1ccccc1 (stereo not drawn)	-2.2
CC[C@@]12C(=O)N(c3cccc(Br)c3)C(=O)N1[C@H](c1ccc(Br)cc1)[C@@H]1C(=O)N(C(C)(C)C)C(=O)[C@@H]12	-2.7
CCc1ccccc1NC(=S)Nc1cc(OC)c(NC(=O)C(C)C)cc1OC	0.4
CN(C)CCN(C)C1CN(Cc2ccc([N+](=O)[O-])cc2)S(=O)(=O)C1 (stereo not drawn)	-0.5
CCOC(=O)C1CCN(C(=O)C23CC4CC(CC(C4)C2)C3)CC1	-3.0
CC1(C)Cc2nc(N)c(=O)sc2C1	1.6
O=C(CCCOc1ccc(Cl)cc1)N1CCCCC1	-1.5
Cc1ccc(C2(C)NC(=O)N(CC(=O)N3CC(=O)Nc4ccccc43)C2=O)cc1 (stereo not drawn)	-0.5
CCC1CCCCN1C(=O)COc1ccccc1NC(C)=O (stereo not drawn)	-0.8
O=C(c1ccc(Br)s1)N1CCN(C/C=C/c2ccccc2)CC1	0.6
CN(CC(=O)Nc1ccc(Cl)c(C(F)(F)F)c1)C(=O)c1cccc2cccnc12	0.4
Nc1nc2ncccc2cc1C(=O)C1=C(c2ccccc2)Cc2ccccc21	-2.1
O=S(=O)(Cc1ccccc1Cl)NCCc1ccc(F)cc1	-0.5
O=C(Cn1nnnc1CN1CCOCC1)N1CCC(c2cccc(Cl)c2)C1 (stereo not drawn)	-0.7
Cc1cccc(C)c1NC(=O)CN(C)C(=O)c1ccccc1Sc1ccccc1C#N	0.1
CCN(Cc1ccccc1)C(=O)CCNS(=O)(=O)c1ccc2c(c1)CC(C)N2C(C)=O (stereo not drawn)	0.1
N#Cc1c(-c2ccco2)ccn(Cc2ccc(F)cc2)c1=O	-1.4
Cc1nc2cc(N3CCCCC3)c(NC(=O)c3ccncc3)cc2c(=O)n1Cc1ccccc1	1.9

Shown with the structure last: part of the list above
| TTR transcr act | structure |
| --- | --- |
| 0.1 | Cc1cccc(C)c1NC(=O)CN(C)C(=O)c1ccccc1Sc1ccccc1C#N |
| 0.1 | CCN(Cc1ccccc1)C(=O)CCNS(=O)(=O)c1ccc2c(c1)CC(C)N2C(C)=O (stereo not drawn) |

The listing continues:
SMILES	TTR transcr act
CN(C)C(=O)c1ccc(N/C=C(\C=O)c2nc3ccccc3o2)cc1	-0.5
COc1ccc(/C=C2\SC(=S)N(N3CCOCC3)C2=O)c(OC)c1	-1.3
COc1ccc(N2CCN(C(=O)C(=O)c3c(C)n(C)c4ccccc34)CC2)cc1	-2.0
COc1ccccc1C(=O)NC1CCCCN(Cc2ccc(C)cc2)C1=O (stereo not drawn)	2.7
CCOC(=O)C1=CN(Cc2cccc(-c3ccc(F)cc3)c2)S(=O)(=O)N(C)C1C (stereo not drawn)	-0.4
CN(C(=O)COC(=O)/C=C/c1cccc([N+](=O)[O-])c1)C1CCS(=O)(=O)C1 (stereo not drawn)	0.3
Cc1nnc(NC(=O)CSc2ccc3nnc(-c4ccccn4)n3n2)s1	0.4
CC(=O)Nc1ccc(Oc2cc(N)cc([N+](=O)[O-])c2)cc1	1.1
CCOc1ccc(C(=O)Nc2ccc(-c3cc4ccccc4oc3=O)c(C)c2)cc1[N+](=O)[O-]	1.1
COc1ccc(C(=O)NC2CCN(C(=S)Nc3ccc(C)c(C)c3)CC2)cc1	1.5
CCOC(=O)[C@]12CCCC=C1N(CCCOC)C(=O)[C@@H]2CC(=O)N1CCN(C(=O)c2ccco2)CC1	-1.1
O=C(NCCN1CCOCC1)c1ccc(/C=C2\Sc3ccccc3N(Cc3ccccc3F)C2=O)cc1	-0.6
O=C(c1ccc(F)cc1)C1CCN(C(=O)Nc2ccc(F)cc2)CC1	2.5
COC(=O)[C@H](Cc1ccccc1)N1CC=CS1(=O)=O	1.5

High-throughput results: PubChem BioAssay, The Scripps Research Institute Molecular Screening Center

Some of the compounds tested; count on the stated rates, not on these rows.
